# NCI-60 one-dose screen, 48 h, at 10 µM unless noted. Numbers give growth in % (100 = growth as untreated, 0 = no growth, -100 = all killed).
# HCC-2998 = HCC-2998 colon cancer. hit rate 4.7% among 79,000
# SF-539 = SF-539 CNS cancer; hit rate 6.8% among 81,000
# PC-3 = PC-3 prostate cancer cells; hit rate 3.9% among 80,000; AID 1794754
# SF-268 = SF-268 CNS cancer cells | hit rate 3.1% among 82,000
# SNB-19 = SNB-19 CNS cancer cells; hit rate 2.5% among 81,000
# SF-295 = SF-295 CNS cancer cells; hit rate 5.6% among 79,000
# U251 = U251 CNS tumor cells; hit rate 5.4% among 80,000; AID 1794753
# SNB-75 = SNB-75 CNS cancer; AID 1794750; hit rate 5% among 79,000
# Active calls of the source: *; . = not tested or not shown; [ ] = remark or other dose. Rule for the calls: active = growth percent below 10; inactive = the rest.
SMILES,HCC-2998,SF-539,PC-3,SF-268,SNB-19,SF-295,U251,SNB-75
Cn1c(=O)c(S(=O)(=O)c2ccccc2)cc2ccc3c(cnn3-c3ccc(Cl)cc3)c21,93,45,80,81,90,90,.,39
CCOC(=O)c1ccc(N=Cc2sc(Nc3ccc(Cl)cc3)nc2O)cc1,102,97,.,95,101,95,100,92
COc1ccc(-c2cc(Cc3cccs3)c(=O)n(Cn3ccnc3)n2)cc1,107,92,.,106,104,98,105,107
CCCCSCCCOC(C)=O,114,94,89,105,98,96,96,72
O=C1Nc2ccccc2/C1=N/c1nc(-c2ccc(Cl)cc2)cs1,86,85,35,54,75,81,54,91
C[n+]1c2ccccc2c(NC2CCNCC2)c2[nH]c3ccccc3c21,-7.7*,17,.,-31*,-12*,14,1.1*,7.5*
NC1=Nc2ccccc2N(O)N1,91,96,95,98,108,102,99,79
Cc1c(C)c(CO)c(C)c(C)c1CO,105,91,99,109,102,100,98,80
O=C(c1ccccc1)N1N=C(c2ccc(-n3ccc(C(F)(F)F)n3)cc2)CC1c1ccc[nH]1 (stereo not drawn),115,93,83,99,93,97,86,81
C=C(C)CCCC(C)C(O)C=O (stereo not drawn),94,101,101,100,105,99,95,99
Cc1ccc(S(=O)(=O)N(CC[C@@H]2C[C@H]2c2cc3ccccc3o2)Cc2cccc3cccnc23)cc1,104,99,84,92,97,93,99,76
O=C(Nc1ccc(N=Nc2ccccc2)cc1)c1cccc2ccccc12,79,69,55,77,67,57,64,39
C=C(C)[C@@H]1CC[C@]2(C#N)CC[C@]3(C)[C@H](CC[C@@H]4[C@@]5(C)CCCNC(C)(C)[C@@H]5CC[C@]43C)[C@@H]12,-40*,84,69,87,79,93,17,84
CC1CCCC1(N)C(=O)O (stereo not drawn),104,94,98,96,98,92,96,90
CC(Nc1ccc(Br)cc1C(=O)O)C(=O)O (stereo not drawn),109,98,86,100,104,100,98,79
CCOc1ccc(Cl)cc1N,100,93,95,106,102,102,103,91
CC(=O)c1cc2c(N)c(C(=O)Nc3cccc(Cl)c3)sc2nc1C,85,85,74,93,91,84,91,83
COc1ccc(-c2nc3c4cc(-c5ccccc5)oc4ncn3n2)cc1,103,97,100,97,99,102,105,.
CCOC(=O)c1sc(NCC(=O)Nc2ccccc2[N+](=O)[O-])c(C(=O)OCC)c1C,.,87,85,76,86,91,78,75
N#Cc1n[nH]n2c1nc(=O)c1sccc12,93,92,92,102,103,96,101,88
CCN(CC)CCN(Cc1ccccc1)C(=O)C1c2ccccc2Oc2ccccc21,77,90,75,91,93,89,94,70
Nc1ccc(C(=O)Nc2ccc(C(=O)Nc3ccc4cc(S(=O)(=O)O)cc(S(=O)(=O)O)c4c3)cc2)cc1,105,101,90,105,102,106,92,99
O=C(C1CC1)N1CCN(c2ncc([N+](=O)[O-])c(N3CCN(C(=O)C4CC4)CC3)n2)CC1,94,106,.,97,92,91,98,92
O=C(Nc1ccc(F)cc1)Oc1ccc[nH]c1=O,99,95,90,109,98,93,99,93
CNC(=O)c1cc(N2CCc3cc(NC(=O)Nc4ccc(Cl)c(C(F)(F)F)c4)ccc32)ccn1,54,49,29,70,61,27,52,93

# Full records, quoted from the list:
# Cc1c(C)c(CO)c(C)c(C)c1CO as listed: HCC-2998: 105; SF-539: 91; PC-3: 99; SF-268: 109; SNB-19: 102; SF-295: 100; U251: 98; SNB-75: 80
# COc1ccc(-c2cc(Cc3cccs3)c(=O)n(Cn3ccnc3)n2)cc1 as listed: HCC-2998: 107; SF-539: 92; PC-3: .; SF-268: 106; SNB-19: 104; SF-295: 98; U251: 105; SNB-75: 107
# Nc1ccc(C(=O)Nc2ccc(C(=O)Nc3ccc4cc(S(=O)(=O)O)cc(S(=O)(=O)O)c4c3)cc2)cc1 as listed: HCC-2998: 105; SF-539: 101; PC-3: 90; SF-268: 105; SNB-19: 102; SF-295: 106; U251: 92; SNB-75: 99

# Back to the main list; the 4 compounds before the break are reprinted first.
SMILES,HCC-2998,SF-539,PC-3,SF-268,SNB-19,SF-295,U251,SNB-75
Nc1ccc(C(=O)Nc2ccc(C(=O)Nc3ccc4cc(S(=O)(=O)O)cc(S(=O)(=O)O)c4c3)cc2)cc1,105,101,90,105,102,106,92,99
O=C(C1CC1)N1CCN(c2ncc([N+](=O)[O-])c(N3CCN(C(=O)C4CC4)CC3)n2)CC1,94,106,.,97,92,91,98,92
O=C(Nc1ccc(F)cc1)Oc1ccc[nH]c1=O,99,95,90,109,98,93,99,93
CNC(=O)c1cc(N2CCc3cc(NC(=O)Nc4ccc(Cl)c(C(F)(F)F)c4)ccc32)ccn1,54,49,29,70,61,27,52,93
CC1(C)C(=O)/C(=C\c2ccccc2)C[C@]2(C)[C@H]3CC[C@@H]4[C@@H](C(=O)/C=C/c5ccccc5)CC[C@@]4(C)[C@]3(C)CC[C@@H]12,101,97,69,88,99,98,92,92
CCCCCCCC(=O)SCC/C=C/[C@@H]1CC(=O)NCc2nc(co2)C2=N[C@@](C)(CS2)C(=O)N[C@@H](C(C)C)C(=O)N1,94,81,88,100,90,93,97,83
COc1ccc(C2C(C#N)=C(N)Oc3c2sc2ccc(C)cc32)cc1 (stereo not drawn),53,21,33,45,39,9.1*,27,-3.3*
Cc1cc(C)c2c(Cn3cc(Cn4cnc5c4c(=O)n(C)c(=O)n5C)nn3)cc(=O)oc2c1,93,94,105,87,92,101,98,87
COc1cc(OC)cc(-n2cc(-c3ccc(Cl)c(Cl)c3)n(C(C)=O)c2=O)c1,101,89,90,91,81,95,96,76
Brc1cc(Br)cc(NNc2cc(Br)cc(Br)c2)c1,105,109,85,102,114,99,101,80
Cc1c(O)c(O)cc2c3c(oc12)CC(c1ccco1)CC3=O (stereo not drawn),104,87,86,86,100,104,95,92
N#CCC(=O)N1CCOCC1,108,101,76,108,105,104,96,90
COc1ccc(C2C(C(=O)Nc3ccc(F)cc3)=C(C)NC3=C2C(=O)CC(C)(C)C3)cc1 (stereo not drawn),124,94,87,95,92,.,95,72
Cc1ccc2c(N/N=C\c3ccco3)cc(C)nc2n1,65,72,71,78,87,70,.,85
O=S(Cc1ccccc1)/C(=C/NC(=S)Nc1cc(Cl)ccc1Cl)c1ccccc1 (stereo not drawn),103,115,94,93,104,103,101,90
COc1cccc(/C=N\NC(=O)CCCC(=O)N/N=C/c2cccc(OC)c2)c1,114,.,95,107,93,94,106,82
CCCCCNC(=O)c1ccc(NC(=O)CCl)s1,109,99,91,81,89,87,33,100
O=C(NCn1c(=O)[nH]c2ccccc2c1=O)NNc1ccccc1,95,92,86,89,92,87,95,84
O=C(Nc1ccccc1)Nc1ncnc2c1ncn2-c1ccc(Cl)cc1,105,107,104,97,97,76,78,44
Cc1c(C(=O)/C=C/c2ccc(Cl)cc2)nnn1-c1ccc2oc(=O)ccc2c1,104,100,92,102,96,89,97,104
O=C(O)C(C(=O)O)c1cccc2ccccc12,104,94,100,98,98,101,100,99
COc1ccc2c(c1)nc(NNC(=O)c1cnccn1)c1cccn12,50,24,39,30,31,14,27,71
CC(=O)n1nc(C(=O)OCC(C)(C)C)c2ccccc21,98,104,100,101,94,89,88,.
Cc1cc(NCc2ccccn2)n2ncc(-c3ccccc3)c2n1,109,105,94,104,104,100,93,79
CCCCc1ccc(C2=C(Cl)C(=O)C(c3ccc(CCCC)cc3)=C(Cl)C2=O)cc1,105,108,76,92,96,.,91,95
CCNC(=S)NNC(=O)c1cc2ccc1CCc1ccc(cc1)CC2,103,101,91,95,100,93,101,90
NS(=O)(=O)c1ccc(CCn2c(SCC(=O)N/N=C/c3ccc([N+](=O)[O-])cc3)nc3ccccc3c2=O)cc1,98,90,67,81,91,80,76,85
O=C(CN1CCCCC1)Nc1nc2ccc(NCc3ccc([N+](=O)[O-])cc3)cc2s1,116,97,76,95,94,82,96,101
COc1ccc(/C=C2\CNCC3=C2Nc2nc(SC)[nH]c(=O)c2C3c2ccc(OC)cc2)cc1 (stereo not drawn),95,97,85,94,91,93,92,78
SMILES,HCC-2998,SF-539,PC-3,SF-268,SNB-19,SF-295,U251,SNB-75
CC(C)(CCCN=C(N)Nc1ccc(Cl)cc1)c1ccc(F)cc1,.,76,53,73,67,53,66,61
C/C(=N/NC(N)=S)c1sc(Nc2ccccc2)nc1C,113,97,106,94,95,99,89,103
Clc1ccccc1C=Nc1ccc2c(c1)Cc1cccc(N=Cc3ccccc3Cl)c1-2,106,95,89,101,99,104,104,.
Cn1cccc1-c1cc(-c2ccc(Br)cc2)n(Cc2ccccc2)c(=O)c1C#N,106,92,67,102,93,96,97,101
Nc1nc(Cl)c(C=O)c(Nc2ccccc2)n1,102,98,102,88,101,89,95,73
O=C(O)CCCCCC1=CCCCC1,.,102,102,101,102,109,107,95
Cc1ccc(S(=O)(=O)NC(CCC(=O)Nc2ccc(Cl)cc2)C(=O)Nc2ccc(Cl)cc2)cc1 (stereo not drawn),23,-21*,18,39,14,11,13,-17*
CCCCNC(=O)Nc1ccccc1CC,96,97,91,101,98,112,104,81
CCn1c(SCC(=O)Nc2ccc(/C(C)=N\O)cc2)nnc1-c1ccc(OC)c(OC)c1,97,100,104,105,100,87,82,93
Cc1cs/c(=N\NC(=O)c2cc(-c3cc4ccccc4o3)nn2-c2ccccc2)n1-c1ccccc1,.,106,114,92,93,85,88,90
Cc1nc2ccc(Cl)cn2c1C(=O)NCc1ccc(OCc2cn(Cc3ccccc3)nn2)cc1,98,93,85,88,84,94,94,83
O/N=C\c1ccc(/C=N/O)cc1,111,102,89,95,100,97,97,87
O=C(C=Nc1cc2c(cc1Br)-c1ccccc1C2=O)c1ccc(Br)cc1,103,89,76,105,108,96,98,74
COc1cc(C)cc(C(O)Cc2cccc(-c3ccc(N(Cc4ccccc4)Cc4ccccc4)cc3)n2)c1 (stereo not drawn),96,86,49,74,.,108,54,90
OCC(O)C1OC(Oc2ccccc2)C(O)C(O)C1O (stereo not drawn),119,110,95,101,104,101,105,89
COc1cc(CNC(=O)Cc2ccccc2)ccc1OCc1cn(-c2ccccc2F)nn1,105,105,108,104,101,101,107,96
CCn1cnc(C[C@H](NC(=O)[C@@H](NC(=O)Nc2cc(C(F)(F)F)cc(C(F)(F)F)c2)C(C)(C)C)C(=O)OC)c1,-89*[100 µM],-93*[100 µM],-91*[100 µM],-89*[100 µM],-98*[100 µM],-89*[100 µM],-95*[100 µM],-99*[100 µM]
CCOc1ccc(-c2ccc(=O)n(-c3ccc(S(N)(=O)=O)cc3)n2)cc1,101,89,93,107,90,102,.,84
Cc1ccc(OCC(=O)Nc2ccc(Oc3ccccc3)cc2)c([N+](=O)[O-])n1,81,78,.,86,59,90,85,79
CCOC(=O)C1OC1(C)c1ccc(Cl)cc1 (stereo not drawn),113,.,99,104,100,104,94,99
Cc1onc(-c2c(F)cccc2Cl)c1C(=O)OCc1c(F)cccc1Cl,100,88,89,109,92,68,.,89
COc1cc(/C=N/NC(=O)c2cn3c4c(c(N5CCN(C)CC5)c(F)cc4c2=O)OCC3C)ccc1O (stereo not drawn),103,88,96,91,97,99,103,92
COc1cc2c(c(OC)c1OC)C(=O)CC(c1cccc(C(=O)Nc3cccc(Cl)c3)c1)O2 (stereo not drawn),90,81,39,71,78,74,79,66
COc1ccc(CCNC(=O)C(=O)[C@H](Cc2ccccc2)NC(=O)c2oc3cc(OC)ccc3c(=O)c2C)cc1,101,101,102,106,97,102,109,.
